SIRT5 inh: sirtuin-5 (human) deacylase inhibition | Q9NXA8 | Purified SirT5, succinyl-peptide AMC, trypsin-coupled fluorescence | inhibition, % at 15 µM | hit rate 1.1% among 330,000 | AID 652115; in the data active = inhibition above about 15%; inconclusive = no clear call, values can overlap the other calls
Target sequence (Q9NXA8 whole entry, looked up): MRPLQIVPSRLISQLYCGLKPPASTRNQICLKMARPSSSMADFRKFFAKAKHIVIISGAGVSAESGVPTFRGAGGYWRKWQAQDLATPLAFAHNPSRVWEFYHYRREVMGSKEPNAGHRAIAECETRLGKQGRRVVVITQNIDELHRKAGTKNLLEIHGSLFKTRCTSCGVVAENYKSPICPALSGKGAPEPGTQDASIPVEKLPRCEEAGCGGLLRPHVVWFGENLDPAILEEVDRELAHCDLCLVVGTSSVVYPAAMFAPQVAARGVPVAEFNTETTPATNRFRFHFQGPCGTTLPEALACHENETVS
Xi reactivation: activators of X-chromosome reactivation in mouse fibroblasts; XiGFP mouse fibroblasts, % GFP-positive cells imaging, 3 d; cells co-treated with 5-aza-dC sensitizer; scaled so ellipticine positive control = 100%; activation, % at 7.58 µM; hit rate 0.055% among 360,000; AID 743238;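 active = mean normalized replicate activation at least 10% and every replicate at or above 10%; inconclusive = only one of the two criteria met; inactive = mean below 10% and not all replicates reach 10%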;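 also: 0% = median of on-plate neutral control wells and 100% = ellipticine 6 µM median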
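System: SV40-immortalized XiGFP fibroblast cells, line 68-5-11 / Incubation: 3-day compound exposure, then 15 min fixation at room temperature / Compound: single concentration per compound, delivered by pin transfer / Buffer or medium: DMEM plus 5-aza-dC sensitizer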
PGC1a acetyl inh: modulators of PGC1a acetylation; U2OS PGC1a acetylation, AlphaScreen anti-acetyl-lysine; with virally co-expressed GCN5 acetyltransferase; inhibition, % at 15.6 µM; hit rate 0.17% among 350,000; AID 651687;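 active = every replicate shows inhibition of at least 40%; inconclusive = mean inhibition at least 40% but some replicate below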;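 also: 0% = neutral control wells and 100% = positive control wells; some results beyond the cut were filed as inactive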
Cneo AK release: causes C. neoformans cell lysis; hit rate 0.2% among 360,000; lysis activity, % at 15 µM; adenylate kinase release luminescence, 4 h; normalised: neutral wells 0, clomiphene wells 100;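 active = mean lysis activity across replicates of at least 80%, whatever share of replicates individually reach that level; inactive = mean lysis activity below 80%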
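Test system: log-phase Cryptococcus neoformans yeast cells. Input: 5 × 10^6 yeast cells/mL. Medium: fresh YPD growth medium. Doses: single dose. Incubation: static 4 h at 37 °C with compound, 1 h detection. Measured by: luminescent adenylate kinase detection reagent. Read-out: signal increase indicating cell lysis. Benchmarks: Clomiphene.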
C2C12 statin: suppressors of simvastatin-induced myotoxicity in C2C12 myotubes; ATP luminescence, 48 h; scaled: DMSO 0, geranylgeraniol control 100; rescue of ATP level, % at 7.49 µM; hit rate 0.78% among 330,000;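 active = mean ATP rescue above about 67%, or every replicate alone reaching that limit, limit read from the data, passing the limit was not always enough; inconclusive = no clear call, values can overlap the other calls; inactive = mean under the limit and some replicate under it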;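 also: myotubes were challenged with 10 µM simvastatin during compound exposure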
ERAP1 HTS inh: ERAP1 (human) enzyme inhibition; inhibition, % at 10.7 µM; hit rate 0.15% among 340,000; Q9NZ08; recombinant ERAP1, Leu-AMC fluorescence, 60 min;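 active = mean replicate inhibition of at least 30%, or all replicates individually reaching that 30% level; inactive = mean below 30% and not every replicate reaching it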;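 also: 0% = neutral control wells and 100% = L-leucinethiol positive control wells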
LGR2 inh: blocks bursicon-induced cAMP signaling via Drosophila LGR2. inhibition, % at 9.99 µM. hit rate 0.35% among 380,000. AID 720647. HEK293 LGR2, CRE-luciferase, bursicon-stimulated, 4 h;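 active = drop in luminescence signal, shown as inhibition above about 50% in the replicate tests, limit read from the data, passing the limit was not always enough; inconclusive = probably only some replicates passing the limit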;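 also: agonist challenge used bursicon conditioned medium at about half maximal strength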
S100A4 MyoIIA: blocks human S100A4 binding to myosin IIA peptide; hit rate 0.14% among 360,000; P26447; inhibition, % at 10.7 µM; S100A4/TAMRA-MyoIIA peptide fluorescence polarization;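 active = mean inhibition of at least 70% across replicates, with every replicate also reaching that level; inconclusive = mean inhibition reaches 70% but some replicates fall short; inactive = mean inhibition below 70%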
Target sequence (P26447 whole entry, looked up): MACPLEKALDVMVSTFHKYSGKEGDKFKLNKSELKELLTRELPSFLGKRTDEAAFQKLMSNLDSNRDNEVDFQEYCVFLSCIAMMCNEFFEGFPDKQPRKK
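Compound dosing: one dose per compound; test system: human S100A4 monomer with TAMRA-labelled myosin IIA peptide; probe or stimulus: TAMRA-labelled myosin IIA heavy-chain peptide probe, 5 nM; medium: HEPES buffer with Ca2+, pH 7.2; schedule: 5 min incubation before reading; benchmarks: neutral control DMSO, positive control TFP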
An asterisk follows results filed as active; ? = inconclusive; . = no result given. These rows are one share of the data (hit frequency here may not be typical).

SMILES	SIRT5 inh	Xi reactivation	PGC1a acetyl inh	Cneo AK release	C2C12 statin	ERAP1 HTS inh	LGR2 inh	S100A4 MyoIIA
O=C(C[n+]1cccc(CO)c1)Nc1nc2ccccc2s1	0	-0.6	-20	.	.	4	10	-4
Cc1cc(C(C)(C)CC(C)(C)C)ccc1OCCOCC[N+](C)(C)Cc1ccccc1	0	-0.3	-35	11	-35	22	38	3
CCOc1cccc(CN2CCC(n3nccc3NC(=O)C3CCCC3)CC2)c1	3	0.0	-4	2	-3	-6	4	-3
O=C(O)c1ccc(NS(=O)(=O)c2cc(Cl)ccc2Cl)cc1O	-1	.	.	-1	11	4	12	-3
O=C(O)c1ccc2c(c1)C(=O)N(CCc1ccccc1)C2=O	0	0.3	16	-4	4	.	5	0
CCCCC(=O)Nc1c(-c2cccc(OC)c2)c(=O)c2ccccc2n1C	0	0.0	.	-1	-3	-1	-8	12
CCn1c(=O)c2cc(C(=O)NC(C)C)sc2c2ccccc21	-3	-0.4	-39	2	.	-3	-7	-1
COc1cc(SC)ccc1C(=O)OCC(=O)NCCNC(=O)COC(=O)c1ccc(SC)cc1OC	0	0.2	.	1	4	-3	-2	1
C/C(Cc1ccccc1)=N\NC(=O)CNC(=O)/C=C\c1ccccc1	0	0.0	-13	-3	.	.	21	5
O=C(NNC(=S)NC(=O)c1ccccc1)c1ccc([N+](=O)[O-])cc1	-1	0.0	-2	9	-4	3	4	4
C=CCNc1nc(C(=O)OCC)nc2ccccc12	2	0.1	.	.	.	2	-3	6
C[C@H](CO)N1C[C@H](C)[C@@H](CN(C)Cc2ccncc2)Oc2ccc(NS(=O)(=O)c3ccc(F)cc3)cc2CC1=O	3	0.0	-1	8	5	-2	-26	-3
O=C(CSc1ncccc1C(=O)O)Nc1ccc2c(c1)OCCO2	0	0.0	.	-1	-4	0	-2	-5
CN1CCN(CCCCOc2ccccc2-c2ccccc2)CC1	-2	0.2	.	.	.	0	12	-1
CO[C@@H]1CN(C)C(=O)c2ccc(NC(=O)C3CC3)cc2OC[C@@H](C)N(Cc2ccc(F)cc2)C[C@H]1C	5	0.4	.	-1	5	5	-3	6
C[C@H]1CCCCO[C@H](CN(C)S(=O)(=O)c2ccccc2)[C@@H](C)CN([C@@H](C)CO)C(=O)c2cc(NC(=O)Nc3ccc4c(c3)OCO4)ccc2O1	-4	0.0	-18	-2	.	-1	7	2
O=c1[nH]c(=S)[nH]cc1S(=O)(=O)c1cccc(Cl)c1	-3	0.0	8	-1	-5	3	-5	-1
COc1ccc(NC(=O)Nc2cccc3c2O[C@H](CN(C)Cc2ccc(C(F)(F)F)cc2)[C@@H](C)CN([C@@H](C)CO)C3=O)cc1	6	-1.2	-13	-3	14	1	18	6
CCc1ccccc1NC(=S)NNC(=O)c1ccccc1Cl	-1	0.0	5	-1	2	-1	-4	0
CCCCCSc1nc2c(c(=O)[nH]c(=O)n2C)n1C	0	-0.1	.	2	3	-14	4	-1
O=C(CSc1nc2cc([N+](=O)[O-])ccc2n1-c1ccccc1)NCc1ccc2c(c1)OCO2	0	0.0	.	.	.	-2	-10	-8
O=C(CSc1nnc(NC(=O)c2ccc(F)cc2)s1)NC1CCCC1	-1	0.0	-4	-2	0	-1	-9	-2
COC(CNC(=O)C1CCN(S(=O)(=O)c2cccc3nsnc23)CC1)OC	-2	0.0	0	11	7	-2	13	-4
Cc1ccc(OCC(=O)N/N=C/C=C/c2ccco2)cc1C	-2	0.3	.	.	.	1	6	-15
C[C@H](CO)N1C[C@H](C)[C@H](CN(C)S(=O)(=O)c2ccccc2)OCCCC[C@H](C)Oc2ccc(NS(=O)(=O)c3ccc(F)cc3)cc2C1=O	4	0.5	-9	-1	.	-6	-13	18

Whole records from above. Values in the order: SIRT5 inh | Xi reactivation | PGC1a acetyl inh | Cneo AK release | C2C12 statin | ERAP1 HTS inh | LGR2 inh | S100A4 MyoIIA
O=c1[nH]c(=S)[nH]cc1S(=O)(=O)c1cccc(Cl)c1 is entered as -3 | 0.0 | 8 | -1 | -5 | 3 | -5 | -1
C=CCNc1nc(C(=O)OCC)nc2ccccc12 is entered as 2 | 0.1 | . | . | . | 2 | -3 | 6
COC(CNC(=O)C1CCN(S(=O)(=O)c2cccc3nsnc23)CC1)OC is entered as -2 | 0.0 | 0 | 11 | 7 | -2 | 13 | -4

New compounds follow:
SMILES	SIRT5 inh	Xi reactivation	PGC1a acetyl inh	Cneo AK release	C2C12 statin	ERAP1 HTS inh	LGR2 inh	S100A4 MyoIIA
COc1ccccc1CNC(=O)C(CCSC)NC(=O)c1cccc(S(=O)(=O)N2CCOCC2)c1 (stereo not drawn)	-3	-0.1	-4	0	4	1	0	-4
CC(C)Cn1cnc2c(N)nc3ccccc3c21	5	0.1	?	0	0	-1	-18	1
CN(CC(=O)Nc1ccc(Cl)c(C(F)(F)F)c1)C(=O)CNC(=O)C1CCCCC1	-1	0.4	-15	1	3	0	7	7
CCc1ccc(NC(=O)CN(c2ccc(OC)cc2)S(=O)(=O)c2c(C)[nH]c(=O)[nH]c2=O)cc1	0	1.5	.	1	-6	0	14	-9
CCCCNc1c(-c2cccc(-c3ccc(OC)cc3)c2)nc2ccc(C)cn12	.	-0.1	.	-4	-8	9	68*	7
COc1ccc(-c2cnc3c(NC(C)=O)cc(-c4ccc(C(=O)N5CCOCC5)cc4)cn23)cc1OC	2	-0.1	10	1	-12	1	-5	1
CNC[C@H]1Oc2cc(C#CCC(C)C)ccc2S(=O)(=O)N([C@H](C)CO)C[C@@H]1C	-4	0.4	-11	12	-9	0	-7	-21
CC1=C(c2ccc(Cl)cc2)[N+](=O)C(C)(C)N1[O-]	1	0.0	.	.	.	-2	13	0
CCNC(=O)C[C@@H]1CC[C@@H]2[C@H](COc3ccc(NS(C)(=O)=O)cc3C(=O)N2C)O1	-5	0.3	-2	-3	-2	-2	5	2
CC(C)C(OC(=O)CN1C(=O)COc2ccccc21)C(=O)NC1CCCC1 (stereo not drawn)	.	.	3	-1	-10	.	10	.
CCC(=O)NC(NC(=S)Nc1cccc2cccnc12)C(Cl)(Cl)Cl (stereo not drawn)	3	-0.1	.	.	.	2	.	-3
O=C(CSc1nc2[nH]c(=O)cc(O)c2s1)Nc1ccc(Cl)c(C(F)(F)F)c1	0	0.0	-2	-1	6	-8	-14	-2
O=C(CSc1nnc(NC(=O)C2CC(=O)N(c3ccccc3)C2)s1)NCc1ccco1 (stereo not drawn)	-3	0.2	.	2	-6	-1	0	-1
Cc1cc(Cl)c(OCCCSc2nc(C)cc(=O)[nH]2)c(Br)c1	-1	.	13	-1	-7	1	9	-2
CC(C)C#Cc1cnc2c(c1)C(=O)N([C@@H](C)CO)C[C@@H](C)[C@@H](CN(C)C(=O)Nc1cc(F)ccc1F)O2	-4	-1.8	16	-6	-27	1	-13	-3
O=C(NCCC(c1ccccc1)c1ccccc1)c1cnccn1	.	0.0	1	-1	11	.	5	.
COc1ccc(C)cc1N(CC(=O)N1CCCC1)S(=O)(=O)c1ccccc1	0	0.0	.	1	8	-5	-10	-12
CCOC(=O)c1sc(NC(=O)c2ccc(Cl)s2)cc1C	.	0.2	-3	6	-24	.	-66	1
CC(NC(=O)C1CCCN1C(=O)c1cccs1)c1ccc(Cl)cc1Cl (stereo not drawn)	1	0.0	1	-2	-6	-6	5	-5
NC(=S)NN=Cc1ccc(OC(=O)COc2cc(Cl)c(Cl)cc2Cl)cn1	4	0.0	.	-1	-4	3	20	-2
O=C(C[C@@H]1CC[C@H]2[C@@H](COC[C@@H](O)CN2S(=O)(=O)c2cccc(F)c2)O1)NCCCN1CCOCC1	2	-0.1	1	-2	-7	1	-4	-7
O=C(OC(C(=O)NC1CCCCC1)c1ccc(C(F)(F)F)cc1)c1ccco1 (stereo not drawn)	2	-0.1	.	0	-8	-1	6	2
COc1ccc(S(=O)(=O)N2CCC(C(N)=O)(N3CCCCC3)CC2)cc1OC	0	0.0	.	-5	-3	2	2	-2
Cc1ccc(NC(=O)CCc2nc(-c3cccs3)no2)c(Br)c1	-3	0.3	12	0	30	1	-16	-8
O=C(C1CCCC1)N1CCN(S(=O)(=O)c2ccc(F)cc2)CC1	13	0.3	.	.	.	3	-21	2
SMILES	SIRT5 inh	Xi reactivation	PGC1a acetyl inh	Cneo AK release	C2C12 statin	ERAP1 HTS inh	LGR2 inh	S100A4 MyoIIA
O=C(Nc1ccccc1F)N1C[C@@H]2[C@H](c3ccccc31)[C@@H](CO)N2C(=O)c1ccccn1	3	0.1	-2	8	13	3	-34	67
CCN1C[C@@H](C)[C@H](OC)CN(C)C(=O)c2cc(NC(=O)NC(C)C)ccc2OC[C@H]1C	2	-0.1	7	0	2	1	8	12
O=C1[C@@H]2[C@H](Cc3ccc(O)cc3)N[C@]3(C(=O)Nc4ccccc43)[C@@H]2C(=O)N1c1ccc(F)cc1	.	.	6	5	-1	.	.	0
NS(=O)(=O)c1cnccc1Nc1ccc(Cl)cc1	.	0.4	-2	2	1	.	-10	.
Cc1noc(C)c1NC(=O)Nc1cccc2c1O[C@@H](CN(C)S(=O)(=O)c1ccccc1)[C@@H](C)CN([C@@H](C)CO)C2=O	.	-1.0	1	.	-13	.	4	.
O=C(O)CCC(=O)c1ccc(C2CCCCCC2)cc1	1	0.1	.	.	.	-3	-2	-6
CO[C@H]1CC[C@@H]2CCOc3ccc(C#N)cc3C(=O)N(C)C[C@H](C)C(=O)N(C)C[C@@H]1O2	-4	-0.1	.	6	-9	-3	8	2
COC(=O)[C@@]1(Cc2ccccc2)[C@H]2C(=O)N(Cc3ccccc3)C(=O)[C@H]2[C@H]2CN=C(SCc3ccc(C#N)cc3)N21	-2	0.4	1	2	-19	-2	10	1
Cc1ccc(/C=C/C(=O)Nc2cc(=O)n(C)c(=O)n2C)o1	-1	0.4	.	.	.	2	-11	4
Cc1nn(-c2ncc(C(F)(F)F)cc2Cl)c(=O)n1-c1cccc(F)c1	-41	0.4	2	-2	2	-2	-4	-5
C[C@@H]1CN([C@@H](C)CO)C(=O)c2cc(NC(=O)Nc3ccc(F)cc3)ccc2O[C@@H]1CN(C)Cc1ccccc1	4	0.0	-2	-2	-56	-5	-14	-31
O=C(c1cccc(Cl)c1)N1CCN(CCCc2ccccc2)CC1	-3	0.1	-7	-2	4	3	-5	-3
CC1(C(=O)Nc2ccc3c(c2)OCCO3)CCN1Cc1csc2ccccc12 (stereo not drawn)	11	0.0	-25	-4	31	2	4	-3
CCCCC(CC(O)COCCC)c1n[nH]c(=S)n1-c1ccccc1 (stereo not drawn)	5	-0.1	2	.	.	2	4	15
CCC(C)c1ccc(S(=O)(=O)N2CCN(S(=O)(=O)c3ccc(NC(C)=O)cc3)CC2)cc1 (stereo not drawn)	-3	.	-4	0	-13	-2	18	3
CC(=O)Nc1cc(-c2ccc(C(=O)NC3CC3)cc2)cn2c(-c3cccc(C(C)=O)c3)cnc12	0	0.3	5	-1	-25	-4	-4	-11
CC(C)N(C(=O)COC(=O)c1cncc(Br)c1)C(C)C	2	0.0	6	5	-3	-2	-18	-6

Compound activity (PubChem BioAssay)
